# Assay outcomes deposited in PubChem BioAssay by Sanford-Burnham Center for Chemical Genomics.
# hIAP block: blocks human intestinal alkaline phosphatase. purified IAP, CDP-Star luminescence, 30 min. actives 0.12% (n = 330,000). P09923. inhibition, % at 10 µM. AID 2544;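 active means inhibition reaching a set limit with compound at 10 µM in the primary screen, cut at about 35% in these data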;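 further: plate controls were DMSO wells with enzyme for no effect and no-enzyme buffer wells for full effect; values of inactives mirror those of a sister screen read the other way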
# Target sequence (P09923 whole entry, looked up): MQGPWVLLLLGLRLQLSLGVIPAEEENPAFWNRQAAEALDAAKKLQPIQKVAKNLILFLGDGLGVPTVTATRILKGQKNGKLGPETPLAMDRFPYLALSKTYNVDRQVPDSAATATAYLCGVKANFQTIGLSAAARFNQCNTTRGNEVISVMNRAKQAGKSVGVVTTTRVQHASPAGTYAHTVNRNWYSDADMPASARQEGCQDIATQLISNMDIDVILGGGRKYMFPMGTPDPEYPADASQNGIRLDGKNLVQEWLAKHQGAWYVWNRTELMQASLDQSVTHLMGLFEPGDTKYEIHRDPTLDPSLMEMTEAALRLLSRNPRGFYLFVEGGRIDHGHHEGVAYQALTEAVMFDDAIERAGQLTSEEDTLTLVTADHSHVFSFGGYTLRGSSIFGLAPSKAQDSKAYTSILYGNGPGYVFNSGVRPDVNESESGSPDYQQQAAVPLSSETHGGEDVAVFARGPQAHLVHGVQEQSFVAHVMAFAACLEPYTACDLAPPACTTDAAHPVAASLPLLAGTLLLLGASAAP
# hIAP act: human IAP activation; actives 0.16% (n = 330,000); purified human IAP, CDP-Star luminescence, 30 min; stronger effect = higher value; 1 = vehicle-only enzyme, 0 = enzyme-free background; activation factor at 10 µM; AID 2524;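 active means activation factor of the enzyme at least 2-fold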; further: the source names both 10 and 20 µM as test concentration; values of inactives mirror those of a sister screen read the other way
# NR3A LBD binder: modulators (binders) of human NR3A ligand-binding domain. Tm shift relative to glycine control, % at 25 µM. NR3A LBD differential scanning fluorimetry, Tm shift; 0% = protein alone, 100% = glycine-bound protein. actives 2.5% (n = 340,000);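 active means melting temperature shift of at least 10% of the positive control shift, at one fixed dose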
# APOBEC3G inh: inhibitors of human APOBEC3G DNA deaminase; inhibition, % at 20 µM; recombinant A3G, ssDNA deamination FAM/TAMRA fluorescence; AID 493012; actives 0.28% (n = 330,000); Q9HC16;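 active means inhibition of at least 40% at 20 µM, with no more than 30% in the related APOBEC3A deaminase screen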;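 further: plate controls were DMSO wells with A3G for no effect and wells lacking A3G enzyme for full effect; some compounds called inactive have numbers as strong as hits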
# Target sequence (Q9HC16 whole entry, looked up): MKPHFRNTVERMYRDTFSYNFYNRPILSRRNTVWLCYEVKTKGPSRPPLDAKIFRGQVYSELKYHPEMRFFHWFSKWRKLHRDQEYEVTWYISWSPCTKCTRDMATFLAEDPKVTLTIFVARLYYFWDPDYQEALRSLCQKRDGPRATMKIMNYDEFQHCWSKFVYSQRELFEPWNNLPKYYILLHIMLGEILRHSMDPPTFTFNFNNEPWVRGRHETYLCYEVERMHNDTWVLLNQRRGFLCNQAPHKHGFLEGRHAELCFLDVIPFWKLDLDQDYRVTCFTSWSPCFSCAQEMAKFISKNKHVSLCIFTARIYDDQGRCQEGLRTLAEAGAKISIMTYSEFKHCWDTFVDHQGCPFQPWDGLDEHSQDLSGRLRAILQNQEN
# mIAP activ: mouse IAP activation; muIAP, CDP-Star luminescence, 30 min; stronger effect = higher value; 1 = vehicle-only enzyme signal, 0 = enzyme-free wells; activation factor at 10 µM; AID 2805; actives 0.24% (n = 330,000);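 active means activation factor of at least 2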; further: the source names both 10 and 20 µM as test concentration; values of inactives mirror those of a sister screen read the other way
#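 Assay system: mouse IAP enzyme; reagent: chemiluminescent substrate CDP-Star; dosing: test compounds delivered from DMSO solution; schedule: 30 min at room temperature; measured by: luminescence from enzymatic CDP-Star hydrolysis; controls: DMSO-only wells and no-enzyme negative control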
# beta cell repl: inducers of beta-cell replication in MIN6 cells; MIN6 cells proliferation, ATPlite luminescence, 48 h; cells starved in 0.2% serum; 100% = growth in 10% serum; proliferation, % at 10 µM; actives 0.29% (n = 330,000); AID 2380;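 active means compounds whose signal lies at least 3.5 SD above the mean of all wells on their plate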;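 further: 0% = DMSO-treated cells in low-serum medium and 100% = 10% serum control; some compounds called inactive have numbers as strong as hits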
# mIAP inh: blocks mouse intestinal alkaline phosphatase. purified mouse IAP, CDP-Star luminescence, 30 min. inhibition, % at 10 µM. actives 0.2% (n = 330,000);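 active means inhibition of at least 40% at 10 µM in the primary screen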;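 further: plate controls were DMSO with enzyme for no effect and no enzyme wells for full effect; values of inactives mirror those of a sister screen read the other way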
# APOBEC3A inh: inhibitors of human APOBEC3A DNA deaminase; recombinant A3A, FAM/TAMRA ssDNA deamination fluorescence; actives 0.41% (n = 330,000); inhibition, % at 20 µM; P31941;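 active means at least 40% inhibition at 20 µM here, with at most 30% in a related deaminase screen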;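 further: plate controls were A3A with DMSO for no effect and wells lacking A3A enzyme for full effect; some results filed as inactive read as strong as hits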
# Target sequence (P31941 whole entry, looked up): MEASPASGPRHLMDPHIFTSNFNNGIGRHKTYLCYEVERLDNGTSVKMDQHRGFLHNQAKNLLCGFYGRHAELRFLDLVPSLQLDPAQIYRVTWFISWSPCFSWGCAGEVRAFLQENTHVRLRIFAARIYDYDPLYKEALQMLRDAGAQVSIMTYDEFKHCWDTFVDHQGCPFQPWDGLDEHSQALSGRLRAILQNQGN
# MPTP block: permeability transition pore inhibition; inhibition, % at 10 µM; AID 602449; actives 1.4% (n = 360,000); isolated mouse mitochondria, Ca2+ swelling absorbance, 30 min;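 active means inhibition of 50% or more, scaled per plate between neutral and stimulator controls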;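 further: 0% = DMSO wells given calcium and 100% = 1 mM EGTA wells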
# * marks the source's active call; other numbers are inactive results; nt = no result given.
cpd	Molecule	mIAP activ	mIAP inh	APOBEC3A inh	NR3A LBD binder	APOBEC3G inh	hIAP act	MPTP block	hIAP block	beta cell repl
1	COc1ccc(OC)c(C2CC(=O)Nc3n[nH]c(-c4ccccc4)c32)c1 (stereo not given)	0.929	7.1	0.1	0.1	-3.6	1.07	-3.7	-6.6	-2.8
2	CCCCCCCCCCCCCCCC(=O)NCCc1c[nH]c2ccccc12	0.935	6.5	0.0	-0.5	-0.5	1.05	0.5	-5.5	-1.2
3	CC(C)N(Cc1cnn(C)c1)C(=O)C1CCC(=O)N(CCc2cccc(F)c2)C1 (stereo not given)	0.93	7.0	-4.1	2.5	-1.8	1.26	-0.3	-26.5	-2.4
4	COc1ccc(CNC(=O)C/C(C)=N/NC(=O)c2cc(OC)cc(OC)c2)cc1	0.973	2.7	-1.0	nt	-4.6	0.999	nt	0.1	1.6
5	CN(C)CCCNc1oc(/C=C/c2cccs2)nc1S(=O)(=O)c1ccccc1	0.969	3.1	-3.4	-0.9	-6.5	1.1	-0.4	-9.7	-5.5
6	CCOC(=O)C(=O)Nc1ccc(S(=O)(=O)Nc2ncccn2)cc1	1.03	-3.3	-0.1	1.4	-1.7	1.07	-2.8	-6.6	0.6
7	Cc1cccc(NS(=O)(=O)c2cc([N+](=O)[O-])ccc2C)n1	0.993	0.7	1.4	-1.9	-2.9	0.929	-1.6	7.1	-0.5
8	O=C(CSc1nc(=O)n2ccccc2n1)NCc1ccccc1	1.02	-2.3	-1.3	1.2	-6.2	0.996	0.4	0.4	8.3
9	Cc1ccc(NCC(=O)N/N=C/c2c[nH]c3ccccc23)cc1	1.02	-2.4	-1.6	24.0*	-4.0	0.91	1.9	9.0	-0.9
10	O=C(CSc1nnc(-c2ccc(F)cc2)o1)Nc1ccc(S(=O)(=O)N2CCCC2)cc1	0.83	17.0	-0.8	-3.9	-1.6	1.13	2.1	-12.6	-1.1
11	COc1ccc2[nH]c3c(c2c1)CCNC3c1ccc([N+](=O)[O-])o1 (stereo not given)	0.851	14.9	-3.5	-0.9	-5.9	0.939	0.5	6.1	-4.6
12	COc1cccc(CNC(=O)CCC2CCCN(C(=O)C3CCOCC3)C2)c1 (stereo not given)	1	-0.3	-2.5	0.4	-10.7	1.02	0.8	-2.1	1.0
13	CCOC(=O)C1(Cc2ccccc2C)CCCN(C(=O)COC)C1 (stereo not given)	1.07	-6.7	0.2	0.2	-3.6	0.798	0.3	20.2	-2.3
14	COC(=O)CN1C(=O)[C@H]2[C@@H](c3ccc(C)o3)N3C(=O)CN(Cc4ccccc4)C(=O)[C@@]3(C)[C@H]2C1=O	1.06	-5.8	-0.2	-2.8	-5.7	0.897	-1.0	10.3	-0.9
15	Cc1cccc(NC(=O)N2CCC(n3nnc4cc(C)ccc43)CC2)c1	1.09	-8.7	-8.0	-1.9	-18.6	0.982	-0.9	1.8	-2.2
16	O=C(CCNC(=O)c1ccco1)Nc1ccc(SC(F)F)cc1	1.07	-6.8	1.1	-1.4	6.4	1.07	0.2	-7.4	-3.0
17	O=C(Nc1nnc(-c2ccc(Cl)cc2)o1)Nc1ccccc1Cl	0.956	4.4	1.4	-0.4	-2.5	0.972	-0.8	2.8	-2.3
18	COc1ccc2c(c1OC)C(=O)N(c1cccc(C(F)(F)F)c1)C2	0.956	4.4	-5.4	0.3	-7.2	0.914	-0.9	8.6	-4.1
19	COC(CNC(=S)Nc1ccc([N+](=O)[O-])cc1)OC	0.954	4.6	-3.0	-0.1	-3.7	1.13	26.2	-13.1	0.0
20	COc1ccc(-c2cc3cc4c(cc3cn2)OCO4)cc1	0.972	2.8	-3.8	1.3	-3.9	0.936	0.9	6.4	-3.5
21	CC(=O)NC(=S)Nc1ccc(S(=O)(=O)N2CCOCC2)cc1	0.979	2.1	-1.1	-1.0	-5.7	0.931	-1.9	6.9	5.2
22	Cc1ccc(SCc2cc(-c3ccc(Cl)cc3)no2)cc1	0.989	1.1	-3.5	-1.4	-11.1	1.17	4.0	-17.4	-3.3
23	CCOC(=O)c1c(C)nc2cc(C)cc(C)n12	0.971	2.9	-0.7	0.3	-7.7	0.977	0.1	2.3	1.0
24	O=C(CCl)NC(Cc1ccccc1)c1ccccc1 (stereo not given)	1.05	-5.4	0.6	1.7	-10.0	1.19	1.3	-19.4	-3.9
25	O=C(Nc1ccc(F)cc1F)c1ccc(-n2cccn2)nc1	1.06	-5.6	-6.6	-1.6	-3.4	0.999	1.6	0.1	-1.1
26	COc1ccc(NC(=O)C2CCN(C(=O)Nc3ccc(C)cc3)CC2)cc1OC	0.971	2.9	-4.5	2.5	-10.0	1.02	-0.2	-2.0	2.0
27	O=C(Nc1ccc(-c2csnn2)cc1)C1CC1	1.03	-2.9	0.4	-15.0	-1.7	0.986	2.4	1.4	1.9
28	O=C(O)c1ccc(S(=O)(=O)c2ccc3c(c2)C(=O)N(NC(=O)c2cccnc2)C3=O)cc1	0.912	8.8	1.2	-0.7	-1.0	1.04	0.0	-3.7	1.6
29	CCOC(=O)[C@@H]1[C@H]2COc3ccccc3[C@H]2N2C(=O)N(c3ccccc3)C(=O)[C@]12C	1.04	-3.9	0.9	-1.2	-3.8	0.988	-1.6	1.2	2.6
30	O=C(C1CC1)N1CCN(S(=O)(=O)c2ccc3c(c2)OCCO3)CC1	1.04	-3.8	4.3	-0.2	5.1	0.877	-1.5	12.3	1.4

# Look-ups from the results shown.
# mIAP inh, compound 16 reads -6.8
# NR3A LBD binder, compound 18 reads 0.3
# hIAP act, compound 5 reads 1.1
# hIAP block, compound 17 reads 2.8
# NR3A LBD binder, compound 1 reads 0.1

# Some of the entries so far, with two lines to a compound:
# Under each structure – mIAP activ, mIAP inh, APOBEC3A inh, NR3A LBD binder, APOBEC3G inh, hIAP act, MPTP block, hIAP block, beta cell repl
[17] O=C(Nc1nnc(-c2ccc(Cl)cc2)o1)Nc1ccccc1Cl
 : 0.956, 4.4, 1.4, -0.4, -2.5, 0.972, -0.8, 2.8, -2.3
[29] CCOC(=O)[C@@H]1[C@H]2COc3ccccc3[C@H]2N2C(=O)N(c3ccccc3)C(=O)[C@]12C
 : 1.04, -3.9, 0.9, -1.2, -3.8, 0.988, -1.6, 1.2, 2.6
[7] Cc1cccc(NS(=O)(=O)c2cc([N+](=O)[O-])ccc2C)n1
 : 0.993, 0.7, 1.4, -1.9, -2.9, 0.929, -1.6, 7.1, -0.5
[14] COC(=O)CN1C(=O)[C@H]2[C@@H](c3ccc(C)o3)N3C(=O)CN(Cc4ccccc4)C(=O)[C@@]3(C)[C@H]2C1=O
 : 1.06, -5.8, -0.2, -2.8, -5.7, 0.897, -1.0, 10.3, -0.9

# (list continues)
cpd	Molecule	mIAP activ	mIAP inh	APOBEC3A inh	NR3A LBD binder	APOBEC3G inh	hIAP act	MPTP block	hIAP block	beta cell repl
31	O=C(Nc1ccccc1N1CCOCC1)c1cnccn1	0.987	1.3	0.4	-2.1	-0.6	0.708	-0.2	29.2	-1.1
32	CC1(C)CC1C(=O)Nc1ccc([N+](=O)[O-])cc1Br (stereo not given)	1.07	-6.6	2.9	11.9*	-1.3	0.986	1.9	1.4	-2.1
33	COc1ccc2c(=O)c(-c3ccc(C)cc3)c(-c3ccccc3)oc2c1	0.968	3.2	-1.7	-1.0	-0.8	nt	-0.5	nt	nt
34	COc1ccccc1NS(=O)(=O)c1cccc(C(=O)NNC(=O)c2ccc(=O)[nH]c2)c1	1.04	-3.7	-3.5	1.2	-4.0	0.931	-0.1	6.9	2.1
35	CC1CN=C(N(Cc2ccccc2)C(=O)Nc2ccccc2)S1 (stereo not given)	1.15	-15.4	4.1	-8.1	6.1	1.06	-6.3	-6.3	-4.1
36	COc1ccc(C2(C)CC(=O)NC2=O)cc1 (stereo not given)	0.912	8.8	-3.3	0.6	-4.9	0.829	-1.0	17.1	-2.2
37	Cc1ccnc(NC(=O)Cn2cc([N+](=O)[O-])cn2)c1	1.05	-5.4	-2.0	1.0	-9.0	1.05	1.2	-5.4	-2.1
38	COCCN(Cc1ccccc1)C(=O)c1cccc(S(=O)(=O)N(C)c2c(C)n(C)n(-c3ccccc3)c2=O)c1	1.06	-5.6	-1.5	-0.5	0.4	1	-1.1	-0.1	-4.2
39	O=C(CN(C(=O)CCC(=O)Nc1nccs1)c1ccc(F)cc1)NCc1ccco1	0.997	0.3	-0.4	0.7	6.9	0.833	-1.6	16.7	1.5
40	CC(=O)Nc1ccc(OCC(=O)NC(C)c2ccc(F)cc2)cc1 (stereo not given)	0.971	2.9	2.2	0.2	-9.3	1	-0.5	-0.1	1.6
41	Cc1ccc(OCCCCn2ccnc2)c(Cl)c1	0.936	6.4	1.9	0.8	-4.3	0.879	-1.3	12.1	-0.8
42	O=C(Nc1ccc(Cl)cc1Cl)c1n[nH]c(Cn2cncn2)n1	0.973	2.7	-2.2	-2.6	-7.6	1.22	2.4	-21.8	-4.5
43	O=[N+]([O-])c1nn(-c2ccc3c(c2)OCCO3)n(O)c1=NCCCO	0.952	4.8	-0.3	1.6	0.8	0.811	-0.6	18.9	-4.5
44	Cc1ccc(/C=C/C(=O)N2CCN(c3cccc(C(F)(F)F)c3)CC2)cc1	0.947	5.3	-0.8	20.7*	0.1	1.02	13.5	-2.0	0.0
45	Cc1nc2ccccc2n1CCc1nc2c3ccccc3nc(SCC(=O)NCc3ccco3)n2n1	1.01	-1.5	-0.1	-0.2	-1.9	1.04	0.1	-3.7	0.7
46	O=C(COc1ncnc2c1cnn2-c1ccccc1)Nc1ccc(S(=O)(=O)N2CCCCC2)cc1	1.04	-4.3	-2.6	18.0*	-2.6	1.01	5.1	-1.0	-1.6
47	Cc1cc2c(cc1C)NC(c1nc3ccccc3[nH]1)C1=C(CC(C)(C)CC1=O)N2 (stereo not given)	1	-0.3	1.5	-2.1	-4.4	0.914	4.4	8.6	-4.0
48	COc1ccc(-n2c(CNC(=O)c3cccs3)n[nH]c2=S)cc1	0.98	2.0	-0.3	6.7	1.8	0.915	-0.4	8.5	0.5
49	O=C1c2cccnc2C(Nc2ccc(Br)cc2)N1Cc1cccs1 (stereo not given)	0.979	2.1	0.2	5.9	-3.2	1.03	1.0	-3.4	2.4
50	COCCCN(C(C)=O)c1nc(-c2ccccc2)cs1	1.03	-3.3	0.9	-2.7	0.3	1	4.4	-0.2	-2.6
51	CC(=O)Nc1ccc(S(=O)(=O)Nc2cccc(S(=O)(=O)N(C)c3ccccc3)c2)cc1	0.991	0.9	2.1	-5.9	-1.7	1.15	0.8	-14.9	6.1
52	COC(=O)c1cc(S(=O)(=O)NCCc2ccc(C)cc2)c[nH]1	0.96	4.0	1.5	1.3	-0.5	1.02	-1.7	-1.8	0.0
53	O=C(CNC(=O)c1ccco1)NC1CCCCCC1	1.03	-2.7	1.9	-0.8	-0.9	1.23	-0.6	-22.6	0.2
54	CN(C(=O)c1ccc(N2CCCCC2)c([N+](=O)[O-])c1)C1(C)CCS(=O)(=O)C1 (stereo not given)	1.02	-1.6	-3.4	0.3	-5.5	1.07	-0.4	-6.6	0.4
55	COc1ccc(C2=CC(=O)C[C@H](c3ccc(F)cc3)C2)c(F)c1F	0.989	1.1	-2.8	-20.2	-4.3	0.889	0.4	11.1	-4.4
56	Cn1cccc1C(=O)NNC(=O)COc1ccc(C#N)cc1	0.77	23.0	0.6	0.5	0.2	1.03	-1.6	-3.3	-3.0
57	Cc1ccccc1Cn1c(-c2cncs2)nc2ccccc21	1.06	-6.3	1.6	0.3	0.4	1.04	2.1	-4.3	0.0
58	COc1cccc2c(=O)c3ccoc3n(C)c12	0.847	15.3	0.8	-3.2	19.0	0.857	-0.2	14.3	-0.8
